Screening data as filed in PubChem BioAssay.
LDHA inh = inhibitors of human lactate dehydrogenase A. P00338. purified LDHA, NADH/diaphorase-resazurin fluorescence; hits give low values. activity change, % (values are at about 110 or 230 µM). hit rate 0.15% among 480,000; in the data active = activity change below about -30%; inconclusive = mostly about -25% to -30%;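 also: plate controls were DMSO wells for no effect and wells without enzyme for full effect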
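LDH5 2 nM; NADH 0.06 mM, pyruvate 0.2 mM; 200 mM Tris pH 7.4, EDTA, Tween-20; 5 min RT. Detection: diaphorase 0.133 mg/mL + resazurin 37 µM, fluorescence ex540/em590 at 0 and 20 min; normalized to enzyme-free and DMSO wells.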
USP1 inh = blocks the human USP1/UAF1 deubiquitinase complex; hit rate 0.23% among 390,000; AID 743255; recombinant USP1/UAF1, Ub-Rhodamine cleavage fluorescence; O94782; Potency, µM (top dose mostly 57.1 µM), for the others: at the top dose activity change, negative = inhibition, hits mostly inhibitors; also: potency is read from the fitted curve at half-maximal effect; % is scaled to controls: 0 for no effect and ±100 for the full control effect; nearly all actives have a fitted effect of over 60% in size; inactives centre near -12
Target sequence (O94782 whole entry, looked up): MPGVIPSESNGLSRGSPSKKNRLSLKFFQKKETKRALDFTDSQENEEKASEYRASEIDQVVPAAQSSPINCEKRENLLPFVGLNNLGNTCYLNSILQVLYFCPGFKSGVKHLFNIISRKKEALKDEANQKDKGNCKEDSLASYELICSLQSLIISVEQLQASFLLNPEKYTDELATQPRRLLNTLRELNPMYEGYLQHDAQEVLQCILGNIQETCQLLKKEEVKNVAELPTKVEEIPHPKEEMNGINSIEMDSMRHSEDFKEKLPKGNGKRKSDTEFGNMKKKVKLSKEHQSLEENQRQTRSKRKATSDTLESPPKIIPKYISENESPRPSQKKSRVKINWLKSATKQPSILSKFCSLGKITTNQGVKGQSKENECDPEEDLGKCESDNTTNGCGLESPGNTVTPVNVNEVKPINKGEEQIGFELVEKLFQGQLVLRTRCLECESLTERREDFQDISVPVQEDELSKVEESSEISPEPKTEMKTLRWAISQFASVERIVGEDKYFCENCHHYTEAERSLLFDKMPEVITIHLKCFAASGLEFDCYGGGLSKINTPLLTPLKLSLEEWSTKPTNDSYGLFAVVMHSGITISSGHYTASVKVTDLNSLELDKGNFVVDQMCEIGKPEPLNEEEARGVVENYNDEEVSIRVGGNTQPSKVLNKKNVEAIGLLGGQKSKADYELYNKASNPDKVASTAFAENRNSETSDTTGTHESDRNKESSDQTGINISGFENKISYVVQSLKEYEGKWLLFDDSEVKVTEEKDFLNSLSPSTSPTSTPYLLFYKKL
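High-throughput fluorogenic screen: 1nM USP1/UAF1 complex, Ub-Rho substrate 150nM final, 50mM HEPES pH 7.8 with 0.5mM EDTA, 0.1 mg/ml BSA, 1mM TCEP and 0.01% Tween-20.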
RGS4 inh = blocks human RGS4-accelerated GTP hydrolysis | Transcreener GDP fluorescence polarization, RGS4-accelerated GTP hydrolysis | Potency, µM (titrated, usually from 114 µM), for the others: top-dose activity change, negative = inhibition, actives largely listed as inhibitors | hit rate 0.039% among 390,000; also: potency is read from the fitted curve at half-maximal effect; % is scaled to controls: 0 for no effect and ±100 for the full control effect; nearly all actives have a fitted effect of over 75% in size; some results filed as inactive show a strong effect at the top dose
Target sequence (P49798 whole entry, looked up): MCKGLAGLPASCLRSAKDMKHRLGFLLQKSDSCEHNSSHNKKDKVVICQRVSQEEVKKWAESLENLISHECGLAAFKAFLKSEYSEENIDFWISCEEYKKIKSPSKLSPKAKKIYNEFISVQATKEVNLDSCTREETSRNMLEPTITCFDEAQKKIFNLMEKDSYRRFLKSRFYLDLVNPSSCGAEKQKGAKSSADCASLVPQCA
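MLSMR compounds (23 nl, pin-transferred) preincubated 10 min at room temperature with a 500nM (2x) first reagent, then RGS4 at 900nM (2x) plus Transcreener GDP mix added; fluorescence polarization (620/688 nm) read before and after 90 min at 30 °C.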
TrxR1 substrate = rat thioredoxin reductase 1 substrate activity. Potency, µM (top dose mostly 114 µM), for inactives: at the top dose activity change, negative = substrate turnover. purified TrxR1 substrate turnover, NADPH consumption readout. O89049. hit rate 0.01% among 390,000; also: potency is read from the fitted curve at half-maximal effect; % is scaled to controls: 0 for no effect and ±100 for the full control effect; nearly all actives have a fitted effect of over 50% in size
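Rat TrxR1, dispensed at 90 nM, was prereduced with 400 uM NADPH (final) for 5 min at ~22 deg C, then incubated with compound 15 min before 400 uM selenite. A first-read NADPH fluorescence drop versus no-compound background flagged substrates.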
IDH1 R132H inh = human IDH1 R132H inhibition; hit rate 0.093% among 390,000; AID 602179; Potency, µM (series often up to 76.6 µM), for inactives: at the top dose activity change, negative = inhibition, most hits filed as inhibitors; O75874; IDH1-R132H enzyme, NADPH consumption, diaphorase/resazurin fluorescence; also: potency is read from the fitted curve at half-maximal effect; % is scaled to controls: 0 for no effect and ±100 for the full control effect; nearly all actives have a fitted effect of over 65% in size
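IDH1-R132H (0.5 ug/mL) preincubated 30 min with compound, then NADPH (0.016 mM) and alpha-KG (2 mM) added; 80 min at RT, pH 7.5. Remaining NADPH coupled via diaphorase/resazurin to fluorescence (540/590 nm); concentration-response curves normalized to no-enzyme control.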
Vif-APOBEC3G blk = inhibitors of Vif-APOBEC3G interaction | AID 602310 | Potency, µM (titrated, usually from 46.1 µM), for inactives: at the highest dose activity, negative = active, actives largely listed as inhibitors | HeLa A3G-eYFP + Vif (tagged APOBEC3G with the HIV-1 protein that degrades it), YFP fluorescence, overnight | Q9HC16 | hit rate 0.076% among 410,000;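 also: potency is read from the fitted curve at half-maximal effect; % is scaled to controls: 0 for no effect and ±100 for the full control effect; nearly all actives have a fitted effect of over 60% in size; hits raise eYFP signal because A3G escapes Vif-driven loss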
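Read-out is eYFP fluorescence (Ex 488/Em 500-530) from Vif-expressing HeLa A3G-eYFP cells; more signal means A3G escaped Vif-mediated degradation. Cells plated overnight, compound pinned in, incubated overnight at 37 deg C.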
Vif-APOBEC3F blk = inhibitors of Vif-A3F interaction; HeLa A3F-eYFP + Vif (tagged APOBEC3F with the HIV-1 protein that degrades it), YFP fluorescence increase; Potency, µM (doses to about 46.1 µM), for the others: at the highest dose activity, negative = active; hit rate 0.2% among 390,000; also: potency is read from the fitted curve at half-maximal effect; % of control where 0% means no effect; nearly all actives have a fitted effect of over 65% in size
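Fluorescence increase (Ex 488/Em 500-530) after overnight compound treatment at 37 deg C flags inhibition of Vif-driven A3F-eYFP loss in stable HeLa A3F-eYFP/Vif cells seeded overnight beforehand.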
Glioma ERSR ind = induces the endoplasmic reticulum stress response in human glioma cells. U87-MG GRP78 promoter luciferase reporter, 16 h. Potency, µM, inactives show top-dose activation, hits mostly activators. hit rate 0.02% among 420,000; also: potency is read from the fitted curve at half-maximal effect; series mostly up to about 76 µM; % of control where 0% means no effect; nearly all actives have a fitted effect of over 35% in size
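Stably transfected U87-MG glioma cells carrying a GRP78-based luciferase sensor; 16 h compound incubation. Luminescence end-point read 10 min after Bright-Glo addition at room temperature.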
rTrxR1 inhibitor = inhibitors of rat thioredoxin reductase 1. recombinant rTrxR1, NADPH fluorescence consumption, selenite substrate. Potency, µM (highest dose often 114 µM), without a hit: at the top dose activity change, negative = inhibition, actives largely listed as inhibitors. AID 588453. hit rate 1% among 390,000. O89049; also: potency is read from the fitted curve at half-maximal effect; % is scaled to controls: 0 for no effect and ±100 for the full control effect; nearly all actives have a fitted effect of over 65% in size
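Rat TrxR1 (90 nM in the dispensed reagent) was pre-reduced with 400 uM NADPH for 5 min at room temperature, then incubated with compound for 15 min. After 400 uM selenite was added, NADPH fluorescence (Ex 340/Em 450 nm) was followed for 8 min.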
* = called active by the depositor; ? = inconclusive; & = joins results of further samples; [ ] = dose if it differs, or a comment. Unless noted, calls follow the shape of the dose curve; as a rule, active = well fitted curve in the direction sought with a large enough effect; inconclusive = small, poorly fitted or top-dose-only effect, or another doubt; inactive = no such curve, though single readings can be large; an effect the other way counts as inactive or inconclusive.

Start of the listing, in advance, 2 compounds:
Value order – rTrxR1 inhibitor	LDHA inh	Vif-APOBEC3G blk	RGS4 inh	IDH1 R132H inh	Glioma ERSR ind	TrxR1 substrate	USP1 inh	Vif-APOBEC3F blk
- O=c1[nH]c(NNC(=S)NC2CCCCC2)nc2c1C1(CCCC1)Cc1ccccc1-2
    7.7%	7.0	-14.0%	-33.0%	8.1%	-1.5%	13.6%	-13.0%	-20.0%
- CN[C@H](CC(=O)O)C(=O)O
    9.7%[57.1 µM]	-6.6	-1.3%	8.6%[56.9 µM]	-4.6%	-1.0%&-2.9%&-0.8%&-4.5%	8.7%[57.1 µM]	-10.7%	6.5%

The list itself, previewed entries included:
Value order – rTrxR1 inhibitor	LDHA inh	Vif-APOBEC3G blk	RGS4 inh	IDH1 R132H inh	Glioma ERSR ind	TrxR1 substrate	USP1 inh	Vif-APOBEC3F blk
- O=c1[nH]c(NNC(=S)NC2CCCCC2)nc2c1C1(CCCC1)Cc1ccccc1-2
    7.7%	7.0	-14.0%	-33.0%	8.1%	-1.5%	13.6%	-13.0%	-20.0%
- CN[C@H](CC(=O)O)C(=O)O
    9.7%[57.1 µM]	-6.6	-1.3%	8.6%[56.9 µM]	-4.6%	-1.0%&-2.9%&-0.8%&-4.5%	8.7%[57.1 µM]	-10.7%	6.5%
- CC(=O)c1cccc(NC(=O)C(OC(=O)c2ccccc2NS(=O)(=O)c2cccs2)c2ccccc2)c1 (stereo unspecified)
    3.7%[11.4 µM]	-8.5	1.6%	4.0%	7.9%	-3.0%	3.3%[11.4 µM]	-24.6%	-7.5%
- COc1cccc(Sc2cc(N3CCOCC3)nc(-c3ccccc3)n2)c1
    -3.8%	0.5	-8.3%	-30.2%	3.1%	-1.2%	-3.6%	-12.3%	-11.9%
- CCOC(=O)c1cccc(NC(=O)N2CCC(CN3CCc4ccccc4C3)CC2)c1
    13.4%	6.0&-1.6	-3.7%	-1.4%	6.5%	0.3%	4.3%	-16.9%	10.1%
- Cc1cc(OCc2cc(C(=O)NCc3csc(C(C)C)n3)no2)cc(C)c1Cl
    1.4%	-1.7	2.9%	-31.7%	7.9%	-0.6%	-6.4%	-21.1%	4.9%
- COC(=O)CCC(=O)N1CCCC(CO)(Cc2ccccc2F)C1 (stereo unspecified)
    38.4%[2.29 µM]	-3.6	1.1%	27.2%	0.9%	-3.2%	0.4%	2.3%	8.6%
- N#Cc1ccsc1NC(=O)CN1CCCCC1
    -12.0%	1.2	0.0%	15.3%	6.4%	-0.8%	-5.6%	4.3%	-2.1%
- Cc1ccc(NC(=O)CSc2nnc3ccc(-c4cccnc4)nn23)cc1
    1.9%[57.1 µM]	-5.2	-0.1%	-7.1%	2.8%	-4.9%	0.5%[57.1 µM]	-13.0%	0.4%
- COCCNC(=O)Cn1cc(S(=O)(=O)N2CCN(c3ccccc3F)CC2)c2ccccc2c1=O
    13.0%	-0.3	-0.2%	-13.5%	-4.3%	-4.3%	-3.5%	-11.1%	-8.2%
- CCC(=O)c1c(NCCc2ccccc2)cc(C)oc1=O
    7.5%	-5.3	-5.0%	14.5%[11.4 µM]	-5.8%	-2.5%	-2.5%	-16.8%	-4.6%
- COc1ccccc1C(CC(=O)Nc1ccc(C)c(C)c1)c1ccc(OC(C)C)cc1 (stereo unspecified)
    27.6%[57.1 µM]	-12.8	-2.4%	-3.8%	-2.8%	-3.9%	7.3%[57.1 µM]	-21.6%	-4.7%
- CCOC(=O)c1c(-c2ccc(C)o2)csc1NC(=O)CSc1nncs1
    2.24µM*	7.0	0.7%	?	1.3%	0.4%	0.9%[57.1 µM]	-19.1%	4.5%
- O=C(NCC1CCCO1)C(c1ccncc1)N(Cc1cccs1)C(=O)CN1C(=O)c2ccccc2S1(=O)=O (stereo unspecified)
    6.7%[57.1 µM]	-7.7	-8.4%	8.6%	-7.4%	-0.6%	8.1%[57.1 µM]	-1.2%	-2.9%
- Cc1ccc(CN2CCSc3ccc(C(=O)Nc4ccc(C)cc4)cc32)cc1
    28.2%	-10.5	1.1%	26.2%	2.0%	-1.9%	30.6%	-14.0%	-0.9%
- Cc1cc(C)n(-c2nncn2/N=C/c2ccccc2F)n1
    -2.7%	6.9	-4.4%	-0.8%	3.7%	2.5%	0.6%	-15.7%	0.6%
- Cc1ccc(Nc2nc(-c3ccccc3)cs2)nc1
    21.0%	-0.1	3.0%	-14.2%	-1.4%	-5.4%	6.6%[2.29 µM]	-21.8%	-5.1%
- CC(C)CN(C(=O)CC1OC(=O)c2ccccc21)c1c(N)n(Cc2ccccc2)c(=O)[nH]c1=O (stereo unspecified)
    16.6%	-3.2	-3.0%	-19.3%	-0.3%	-3.6%	1.1%	-5.7%	-0.7%
- O=C(CCCn1c(=O)c2sccc2n(CC(=O)NCc2ccco2)c1=O)NCc1ccco1
    -10.3%	-0.3	4.8%	-13.7%	7.8%	2.6%	-2.2%	-5.6%	1.7%
- O=C(c1cc(-c2cccs2)nc2ccccc12)N1CCN(S(=O)(=O)c2cccc(F)c2)CC1
    1.8%[0.457 µM]	-0.9	-3.3%	-18.8%	0.3%	2.1%	49.5%[activator]	-4.1%	-14.3%
- CC(=O)NCCc1nc2cc(NS(=O)(=O)c3ccc(Cl)cc3)ccc2n1C
    18.1%	2.6	-5.1%	-18.8%	-7.6%	-2.8%	-3.0%	-12.7%	1.6%
- CCCC1S/C(=N/N=C/c2ccco2)NC1=O (stereo unspecified)
    -34.3%	-4.9	-0.4%	-19.8%	2.4%	-2.7%	-23.1%	-14.3%	-1.1%
- Cc1ccc(/C=C(\C#N)C(=O)NC(C)c2ccccc2)o1 (stereo unspecified)
    -10.3%	-0.5	-1.5%	-17.5%	6.2%	-0.4%	-9.3%	-16.7%	2.5%
- CCOP(=O)(OCC)C(Nc1ccc(F)cc1)c1ccccc1 (stereo unspecified)
    26.1%	-0.7	-4.1%	20.7%	3.5%	-3.4%	1.5%	-6.9%	3.6%
- CCOC(=O)/C(C#N)=C1/SC(CC)C(=O)N1c1ccc(Br)cc1 (stereo unspecified)
    -0.7%	0.6	0.6%	-17.6%	1.2%	-2.5%	-2.1%	-16.9%	1.4%
- COc1ccc(C(=O)NCC(=O)OCC(=O)Nc2sccc2C#N)cc1OC
    11.5%	3.3	2.2%	-28.1%[56.9 µM]	0.9%	6.2%	-1.2%	-14.0%	4.9%
- Cc1ccccc1NC1=NC(=S)N(c2ccccc2)C12CCOC(C)(C)C2 (stereo unspecified)
    -8.4%	0.0	0.1%	4.0%	4.0%	-2.5%	-1.7%	-6.6%	1.8%
- Cc1onc(-c2ccccc2)c1C(=O)NC(=S)NNC(=O)c1ccc(O)cc1
    -36.0%	-6.9	0.8%	-41.5%	2.6%	-2.3%	-20.6%	-7.9%	1.6%
- O=c1oc2ccc3ccccc3c2cc1-c1nnc(Nc2ccccc2)s1
    22.5%	-10.6	-4.6%	-8.1%	-16.7%	-0.7%	6.7%	-36.1%	?
- O=C(NNS(=O)(=O)c1ccc(F)cc1)C1CCN(Cc2cccc(F)c2)CC1
    6.2%	-2.5	-0.1%	6.1%	-6.7%	-4.0%	-4.5%	-5.8%	0.5%
- O=C(CCN1C(=O)/C(=C/c2ccc(F)cc2)SC1=S)NC1CCS(=O)(=O)C1 (stereo unspecified)
    8.4%	-1.3	1.1%	-12.5%	3.9%	1.6%	-7.3%	-12.0%	2.0%
- CC1=NN(C(=O)CCc2ccccc2)C(c2ccccc2)C1 (stereo unspecified)
    -8.1%	-8.3	-7.6%	-11.7%	-10.0%	4.1%	-7.1%	-20.2%	0.8%
- CCOC(=O)NC(=O)CN1C(=O)NC2(CCc3ccccc32)C1=O (stereo unspecified)
    12.6%	-2.8	3.0%	-12.3%	7.1%	0.6%	2.6%	-11.3%	0.3%
- O=C(CSc1ccc2nnc(-c3ccccn3)n2n1)Nc1ccccc1C(F)(F)F
    0.8%	-1.6	-0.6%	-18.0%	7.3%	0.1%	27.3%	?	3.9%
- CC(=O)N1CCCC1c1nc2ccccc2n1Cc1cccc(Cl)c1 (stereo unspecified)
    3.9%	-3.1	-2.2%	2.0%	-9.7%	-1.1%	-7.0%	-20.1%	-8.5%
- O=C(C[N+]12CC[N+](CC(=O)c3ccc(F)cc3)(CC1)CC2)c1ccc(F)cc1
    17.5%	-10.9	1.9%	19.9%	-10.7%	1.3%	-0.2%	-13.8%	-10.2%

Only part of the results is shown (hit frequency here may not be typical).
